# ARFGAP1 inhibitor = inhibitors of rat ARFGAP1 GAP activity, primary screen, biochemical, fluorescence polarization, GDP tracer; ADP-ribosylation factor GTPase-activating protein 1 (Rattus norvegicus), Q62848; Arfgap1-stimulated ARF1 GTP hydrolysis, GDP FP detection; inhibition, % at 16.5 µM; 360,000 tested, 0.26% active; AID 651572, 2012;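 active = inhibition above a per-plate limit, mean inhibition of low control wells plus 3 SD, cut at about 25% in these data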;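 note: 0% = DMSO wells with enzyme and 100% = wells lacking Arfgap1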
# Target sequence (Q62848 1-136 limits assumed): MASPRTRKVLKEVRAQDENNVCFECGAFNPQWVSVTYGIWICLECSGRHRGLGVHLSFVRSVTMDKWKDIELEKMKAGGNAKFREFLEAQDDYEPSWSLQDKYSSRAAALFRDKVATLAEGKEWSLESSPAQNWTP
#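 Assay system: purified rat His6-Arfgap1 residues 1-136 (GAP domain); Reagent: human Δ17 ARF1 bound to GTP; Dosing: 16.5 µM single point, 1.26% DMSO; Times: GTP hydrolysis reaction 2 h at 25 °C; Signal: FP, GDP Alexa 633 tracer displaced from anti-GDP antibody, 620/688 nm; Measure: % inhibition from polarization.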
# KLK7 zymogen act = proKLK7 zymogen activators, primary screen, biochemical, fluorescence intensity | purified proKLK7, EDANS-DABCYL substrate fluorescence; 100% is mature enzyme control, 0% vehicle | activation, % at 7 µM | 370,000 tested, 0.9% active;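 active = activation above the mean of all tested compounds plus 3 SD, computed per campaign excluding outliers beyond control limits, cut at about 13% in these data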
# rCAG RNA binder = binders of r(CAG) RNA repeats, primary screen, biochemical, fluorescence; r(CAG) RNA repeat, TO-PRO-1 dye displacement fluorescence; 370,000 tested, 1.3% active; inhibition, % at 3 µM; AID 651821, 2012;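 active = inhibition above the plate cutoff, the mean of all test compounds on that plate plus 3 SD, cut at about 35% in these data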;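 note: 0% = DMSO alone and 100% = 100 µM mitoxantrone as full dye displacement; higher means more dye released from RNA so lower well fluorescence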
# NPR1 activator = GC-A stimulated cGMP production enhancers – HEK293 GC-A cells, cGMP TR-FRET, EC30 ANP, primary screen. Atrial natriuretic peptide receptor 1 (Homo sapiens), P16066. 0% at EC30 ANP, 100% saturating ANP. activation, % at 10 µM. 370,000 tested, 0.14% active; in the data active = activation above about 40%
# GAA850 FXN act = FXN promoter activators, primary screen, cell-based, luciferase luminescence, HEK293 lucGAA850; HEK293 lucGAA850 FXN promoter luciferase reporter, 24 h; percent of 10 µM SAHA response; activation, % at 6 µM; 360,000 tested, 0.56% active;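 active = activation above the average of all compounds screened plus 3 SD, cutoff fixed separately per campaign, cut at about 7.5% in these data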;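 note: 0% = DMSO wells and 100% = 10 µM SAHA wells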
# DDE Tn6 FP inh = inhibitors of Tn6 peptide binding to fibrin DD(E), primary screen, biochemical, fluorescence polarization, human fibrin, Tn6 probe; Fibrinogen beta chain (Homo sapiens), P02675; Fibrin DD(E) TRITC-Tn6 fluorescence polarization displacement; inhibition, % at 8.3 µM; 370,000 tested, 0.21% active; AID 720509, 2013;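 active = inhibition above a per-campaign cutoff: mean of compounds within control limits plus 3 SD, cut at about 15% in these data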;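 note: 0% = median of all compound wells on the plate and 100% = blocking peptide control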
# Target sequence (P02675 whole entry, looked up): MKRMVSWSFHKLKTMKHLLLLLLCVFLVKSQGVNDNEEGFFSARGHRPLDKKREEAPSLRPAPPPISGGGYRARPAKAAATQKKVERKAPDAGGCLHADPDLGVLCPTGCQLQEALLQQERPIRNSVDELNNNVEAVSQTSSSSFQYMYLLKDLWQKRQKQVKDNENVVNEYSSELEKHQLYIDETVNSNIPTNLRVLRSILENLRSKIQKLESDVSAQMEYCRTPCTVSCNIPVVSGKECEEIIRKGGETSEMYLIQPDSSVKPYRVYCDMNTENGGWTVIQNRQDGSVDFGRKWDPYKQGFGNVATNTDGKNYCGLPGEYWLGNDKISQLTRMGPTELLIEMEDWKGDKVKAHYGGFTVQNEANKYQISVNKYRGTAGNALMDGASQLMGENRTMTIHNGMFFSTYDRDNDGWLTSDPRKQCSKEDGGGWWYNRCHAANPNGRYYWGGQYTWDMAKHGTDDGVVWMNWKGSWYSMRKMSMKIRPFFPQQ
# ADAM10 inh = human ADAM10 inhibitors, primary screen, biochemical, QFRET, HTS; AID 720582, 2013; recombinant ADAM10, EDANS/DABCYL FRET peptide cleavage, 3 h; inhibition, % at 7 µM; 370,000 tested, 0.62% active; Disintegrin and metalloproteinase domain-containing protein 10 (Homo sapiens), O14672;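 active = inhibition above a per-campaign cutoff equal to the mean of compounds falling between control-based bounds plus 3 SD, cut at about 20% in these data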;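 note: 0% = DMSO wells while the 100% control is not disclosed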
# sPLA2-III inh = human group III sPLA2 inhibitors, primary screen, biochemical, QFRET, BODIPY PC-A2 liposome substrate; Group 3 secretory phospholipase A2 (Homo sapiens), Q9NZ20; QFRET BODIPY PC-A2 liposome hydrolysis, fluorescence; inhibition, % at 12.2 µM; 370,000 tested, 0.56% active; AID 743126, 2013;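 active = inhibition above mean plus 3 SD of compounds lying within the high and low control bounds, cut at about 19% in these data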;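 note: 0% = median of test compound wells and 100% = no enzyme DMSO wells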
# ASAP1 inh = inhibitors of human ASAP1 ArfGAP activity, primary screen, biochemical, fluorescence polarization; AID 624377, 2012; 360,000 tested, 0.19% active; Arf-GAP with SH3 domain, ANK repeat and PH domain-containing protein 1 (Homo sapiens), …; inhibition, % at 16.5 µM; ASAP1-stimulated ARF1 GTP hydrolysis, GDP FP detection; in the data active = inhibition above about 25%;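 note: 0% = vehicle with enzyme and substrate and 100% = no enzyme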
# Target sequence (Q9ULH1 325-724 limits assumed): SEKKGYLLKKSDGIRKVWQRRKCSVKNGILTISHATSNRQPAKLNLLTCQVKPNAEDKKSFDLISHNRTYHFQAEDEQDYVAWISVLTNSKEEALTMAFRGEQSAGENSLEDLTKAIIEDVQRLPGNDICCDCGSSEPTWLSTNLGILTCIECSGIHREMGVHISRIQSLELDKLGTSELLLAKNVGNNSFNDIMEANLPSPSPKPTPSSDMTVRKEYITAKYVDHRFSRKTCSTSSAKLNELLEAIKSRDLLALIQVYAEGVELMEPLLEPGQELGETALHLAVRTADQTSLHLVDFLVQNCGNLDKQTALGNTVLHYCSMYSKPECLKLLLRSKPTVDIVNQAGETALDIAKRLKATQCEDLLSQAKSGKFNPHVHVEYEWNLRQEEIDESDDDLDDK
# NPR2 activator = human GC-B receptor activators, primary screen, HEK293 GC-B cells, cGMP TR-FRET, EC30 CNP. activation, % at 10 µM. 370,000 tested, 0.11% active. Atrial natriuretic peptide receptor 2 (Homo sapiens), P20594. 0% at EC30 CNP, 100% saturating CNP;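 active = activation at 10 µM reaching about 35% in either raw or pattern-adjusted values, limit read from the data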
# An asterisk follows results filed as active; i = inactive; · = no result given. Rows were taken by chance; about 4.5% have a hit in one of these screens.
SMILES,ARFGAP1 inhibitor,KLK7 zymogen act,rCAG RNA binder,NPR1 activator,GAA850 FXN act,DDE Tn6 FP inh,ADAM10 inh,sPLA2-III inh,ASAP1 inh,NPR2 activator
Cc1cc(N2CCCC2)ccc1NC(=O)COc1ccc(Cl)cc1,-5,0.7,12,0,1.2,-7,-3,-3,-14,4
COc1ccc2c(c1)[C@@]1(OCCC=C[C@H]1C)C(=O)N2Cc1ccc(Br)cc1,10,0.2,1,4,·,-3,9,0,0,-4
COc1ccc(NC(=O)Cn2nnc(C(=O)NCc3cccs3)c2N)cc1,3,0.5,2,11,0.4,-4,-6,9,-13,-2
CC(=O)Oc1ccc2c3c(c(=O)oc2c1)CCCC3,-16,495*,3,-2,-0.4,-7,i,-6,16,-14
Cc1cc2c(cc1C)NC(c1cccnc1)C1=C(CC(C)(C)CC1=O)N2 (stereo not drawn),6,8.3,0,-1,1.9,-1,-7,3,-11,-9
CCOc1ncccc1C(=O)N(CC)CC(=O)NCc1ccc(F)cc1,6,0.4,1,1,-0.2,4,-11,3,-9,-6
COc1ccc(C2(C)NC(=O)N(CC(=O)NCc3ccccc3)C2=O)cc1OC (stereo not drawn),-2,0.0,0,-3,2.6,2,-4,-1,-4,5
O=C(NCc1cn2ccsc2n1)c1c(F)cccc1Cl,-4,-0.6,1,-1,2.4,-6,-12,14,10,-5
C/C(=C\C(=O)c1ccc(Br)cc1)Nc1cccc(Cl)c1,-2,-0.3,0,0,1.5,-4,-1,-4,-2,0
OC(COc1ccccc1)CN1CCN(c2cccc(Cl)c2)CC1 (stereo not drawn),-1,0.0,-2,2,-0.5,-4,-2,5,2,8
Cc1cccc(Oc2ccccc2NC(=O)C2=COCCO2)c1,-7,0.2,0,-1,1.0,-4,-11,-7,0,-4
Cc1cc(=S)[nH]c2c(C)cccc12,-12,-0.3,-1,11,2.2,6,-4,2,-8,7
COc1ccccc1N(C(=O)c1snc(C(N)=O)c1N)C(C(=O)NC1CCCCC1)c1cccc(OC)c1OC (stereo not drawn),-11,2.2,5,-22,0.7,-3,-19,2,-2,-11
COc1ccc(/C=N/NC(=O)c2ccc(N(C)S(=O)(=O)c3ccccc3)cc2)cc1OC,12,1.9,6,-9,1.4,-1,-16,3,0,2
COc1ccc(C(O)c2ncc(-c3cccc(F)c3)[nH]2)cc1F (stereo not drawn),-3,-0.1,1,5,1.2,3,-8,-7,5,-3
COc1ccc(NC(=O)C(NC(=O)CNC(C)=O)c2ccc(C)cc2)cc1 (stereo not drawn),-10,0.3,-4,2,1.4,4,-3,-2,-16,-1
CCOC(=O)C1CCN(C(=O)Cn2nc(C)n3cccc3c2=O)CC1,-2,-0.3,-3,3,2.0,5,-5,7,-7,0
CCCCCNC(=O)C(c1ccc(OC)cc1)n1c(=O)c(-c2cc3ccccc3[nH]2)nc2ccccc21 (stereo not drawn),9,-89,14,9,·,1,-319,-11,8,2
COc1ccc(C(=O)NCCC(=O)NCc2cc(=O)n(C)c(=O)n2C)cc1,2,0.2,2,4,-0.9,6,10,2,-3,0
COCCNC(=O)/C(C#N)=C/C(C)=C/c1ccccc1,-9,-0.1,-1,0,2.7,2,-5,2,-1,-2

# Reprinted from the part before: 2 compounds, then new ones.
SMILES,ARFGAP1 inhibitor,KLK7 zymogen act,rCAG RNA binder,NPR1 activator,GAA850 FXN act,DDE Tn6 FP inh,ADAM10 inh,sPLA2-III inh,ASAP1 inh,NPR2 activator
COc1ccc(C(=O)NCCC(=O)NCc2cc(=O)n(C)c(=O)n2C)cc1,2,0.2,2,4,-0.9,6,10,2,-3,0
COCCNC(=O)/C(C#N)=C/C(C)=C/c1ccccc1,-9,-0.1,-1,0,2.7,2,-5,2,-1,-2
CC(C)N(C(=O)CSc1nnnn1-c1ccc2c(c1)OCO2)C(C)C,-4,0.5,-4,1,3.7,-5,-11,1,-2,1
O=C(Nc1ccccc1N1CCCCC1)c1ccc(-c2ccc(Cl)cc2)o1,27*,-2.0,3,-2,-2.5,-4,-18,11,7,-3
Cc1cc(Sc2nnc(N)s2)c2ccccc2n1,7,0.2,-1,-2,-9.0,2,-3,2,-3,0
CCCOc1ccc(Cl)cc1Nc1nc(NCCO)nc(N2CCCC2)n1,-3,-0.1,1,-1,3.6,5,1,-2,8,-3
O=C(OCc1ccccc1)N1CCC2CC1c1ccc(N3CCN(Cc4ccc5c(c4)OCO5)CC3)cc12 (stereo not drawn),-7,-0.4,11,4,·,-5,13,-12,9,1
COc1ccc(OC)c(S(=O)(=O)Nc2ccc(C(N)=O)cc2)c1,-7,0.2,-1,-1,-0.5,1,0,-4,-10,-2
CC(C)C(NC(=O)c1ccccc1F)C(=O)NCCc1ccccn1 (stereo not drawn),14,0.0,-5,3,0.7,-3,0,1,8,1
O=C(c1ccc2nc3ccc(Cl)cc3c(=O)n2c1)N1CCOCC1,-6,8.7,4,6,1.2,0,i,0,0,-1
Cc1cc(C)cc(N(CC(=O)Nc2ccc(-c3nc4ccc(C)cc4s3)cc2)S(C)(=O)=O)c1,-3,0.1,17,-3,5.1,2,-189,-7,10,-2
O=C(NCCCCc1ccccc1)c1ccccc1F,1,-0.3,-3,-2,1.2,2,-1,3,4,-1
CCN(C(=O)CSc1nnc(-c2cccs2)n1CC)C1CCS(=O)(=O)C1 (stereo not drawn),5,0.1,4,-1,2.4,1,4,1,-7,-4
COC(=O)c1sccc1NC(=O)Nc1cccc(C)c1C,-11,-0.2,-6,0,1.1,5,-4,-4,6,-4
O=C(Nc1ccc(S(=O)(=O)N2CCOCC2)cc1)c1ccc(Cl)s1,3,0.1,11,-3,-3.1,-5,4,-13,8,2
CCOC(=O)CN(C(=O)COc1ccc2c(C)cc(=O)oc2c1)c1ccc(OCC)cc1,19,0.1,-8,2,1.1,4,-1,1,-1,-15
CCOc1ccc(N=C2NC(=O)/C(=C/C(=O)OC)S2)cc1,4,0.3,3,5,2.8,4,7,-7,10,-1
Cc1ccc(C(=O)Nc2ccc(S(=O)(=O)NC3=NCCCCC3)cc2)cc1S(=O)(=O)N1CCOCC1,14,0.9,2,2,-0.4,-8,5,-9,-11,-3
Cc1ccc(C)c(NC(=O)CN(C)C(=O)c2cccc(S(=O)(=O)N3CCN(Cc4ccccc4)CC3)c2)c1,-4,-0.2,-5,-4,-4.0,-1,2,-21,4,5
O=C(CCCCC(=O)Nc1ccccc1)Nc1ccccc1,11,0.0,-3,7,2.2,4,3,-2,-9,-1
CC1(C)CC(=O)C=C(c2cccc(CO)c2)C1,6,-0.3,-1,2,-0.8,-2,-4,-2,-2,4
CCOC(=O)Cn1c2ccccc2n2nc(CCC(=O)O)c(=O)nc12,-8,-5.0,1,-4,0.2,-1,-316,0,-7,3
C[C@H]1C2CC(OC(=O)Nc3ccc(C(F)(F)F)cc3)C(C2)[C@H]2CCCCN21 (stereo partly drawn),·,0.3,1,-2,·,0,-1,4,·,-2
CCOC(=O)[C@@H]1[C@H]2COc3cc(OC)ccc3[C@@H]2N2C(=O)N(c3cccc(F)c3)C(=O)[C@]12C,4,0.1,-6,-2,-0.6,-1,8,-3,6,5
O=C(c1ccco1)N1CCCN(Cc2nc(Cc3ccccc3)no2)CC1,11,0.2,-2,-1,-0.7,1,-1,-7,4,6
O=C(N/N=C/c1ccc2c(c1)OCO2)c1ccc(COc2cccc3cccnc23)cc1,24,0.3,4,0,1.4,0,-18,2,4,4
Cc1cccc(C)c1NC(=O)Nc1nnc([C@H]2C[C@H](O)[C@@H](CO)O2)s1,-5,0.3,2,1,-0.4,3,-6,2,-4,8
O=S(=O)(NC1CCCCCC1)c1ccc(Br)s1,2,-0.2,2,-11,-1.2,1,-7,-9,5,-16
Cc1occc1C(=O)Nc1cccc(C(=O)O)c1,0,-0.1,-1,3,3.7,6,-4,-1,-2,4
Cc1cc(NC(=O)c2cccc(S(=O)(=O)N3CCCCCC3)c2)n(-c2ccccn2)n1,-3,-0.4,-1,4,0.3,9,11,-5,18,2
NC(=O)CC(NC(=O)c1ccc(Br)cc1)c1ccc(N2CCN(c3ccc(F)cc3)CC2)c([N+](=O)[O-])c1 (stereo not drawn),5,0.6,6,-1,-1.5,-7,4,-13,-2,7
CCOC(=O)N1CCC(c2nc(C)sc2C(=O)O)CC1,3,0.5,-3,-5,-1.2,1,-6,5,-9,6
NC(=O)C1(Nc2ccc(C(=O)O)cc2)CCCC1,-4,-0.5,-1,1,3.7,6,-16,8,-7,5
Cc1ccc(N(C(=O)C(F)(F)F)C(C(=O)NC2CCCCC2)c2ccncc2)cc1C (stereo not drawn),16,0.1,-3,-2,-1.1,3,3,3,8,0
O=C(CN1C(=O)NC2(CCCCC2)C1=O)Nc1cc(C(F)(F)F)ccc1N1CCOCC1,-19,0.2,-3,1,0.1,-1,-1,5,5,-2
CCOC1=C2[C@@H](CN(S(=O)(=O)c3ccc(C)cc3)[C@H]2c2ccccc2F)[C@H]2C(=O)N(c3ccccc3)C(=O)[C@H]2C1,8,-0.6,4,0,·,-6,-17,12,5,-5
CCOC(OCC)P(=O)(CNC(c1ccccc1)(c1ccccc1)c1ccccc1)OCC (stereo not drawn),·,-0.1,0,-25,·,0,12,-5,·,-19
COc1ccc2c(C)c(CCC(=O)NC3CC3)c(=O)oc2c1C,5,2.3,-3,-2,3.8,-7,i,4,12,-1
CCOC(=O)c1ccc(N2C(=O)CC(C3CCCO3)C2=O)cc1 (stereo not drawn),-21,0.3,1,-6,0.7,-3,7,1,-10,-3
Cc1ccc(C(C(=O)NCc2ccc(F)cc2)N(C(=O)c2csnn2)C2CC2)o1 (stereo not drawn),6,0.4,-4,-2,-0.4,2,-4,-2,1,-4
COc1ccc(Cl)cc1S(=O)(=O)N(C)CC(=O)NCc1ccc2c(c1)OCO2,-8,-0.4,-2,-1,-0.5,2,4,-2,13,1
CC(=O)C(Sc1nnnn1-c1ccc(O)cc1)c1ccccc1 (stereo not drawn),-5,-0.2,3,-6,-0.5,-4,20,-44,-10,2
Cc1ccc(C(=O)NC(=O)CSc2nncn2C)cc1,15,-0.5,2,0,0.3,-1,-6,1,10,-3
C=C(C)COC(=O)C1CC2OC2CC1C(=O)OCC(=C)C (stereo not drawn),-3,-0.1,0,1,-1.0,-6,-5,1,8,-3
CNC(=O)Nc1ccc(C2SCCS2)cc1,-3,-0.4,0,0,2.2,9,-3,-1,13,1

# Source: PubChem BioAssay
